mcGAS inh = cyclic GMP-AMP synthase inhibitors, mouse, primary biochemical chemiluminescence | Q8C6L5 | recombinant cGAS, Kinase-Glo ATP depletion luminescence | inhibition, % at 12.5 µM | hit rate 0.15% among 160,000 | AID 1259399, 2018;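 further: 0% = negative control wells and 100% = reference inhibitor with no enzyme activity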
NPYLR7 ag = agonists of mosquito NPYLR7 receptor, primary screen, cell-based, Aedes aegypti, calcium fluorescence, mosquito biting behavior; HEK293T NPYLR7/Galpha15, GCaMP6s calcium fluorescence; hit rate 0.15% among 270,000; activation, % at 10 µM; AID 1259423, 2018; in the data active means activation above about 40%;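 further: 0% = vehicle and 100% = reference agonist at the receptor; some compounds past the cut are filed as inactive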
hcGAS lum = Primary biochemical luminescence assay for human cyclic GMP-AMP synthase inhibitors; hit rate 0.081% among 290,000; AID 1259398, 2018; inhibition, % at 12.5 µM; recombinant h-cGAS, ATP depletion, Kinase-Glo luminescence; Q8N884;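 further: 0% = vehicle reaction and 100% = reaction without DNA for no activity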
Target sequence (Q8N884 whole entry, looked up): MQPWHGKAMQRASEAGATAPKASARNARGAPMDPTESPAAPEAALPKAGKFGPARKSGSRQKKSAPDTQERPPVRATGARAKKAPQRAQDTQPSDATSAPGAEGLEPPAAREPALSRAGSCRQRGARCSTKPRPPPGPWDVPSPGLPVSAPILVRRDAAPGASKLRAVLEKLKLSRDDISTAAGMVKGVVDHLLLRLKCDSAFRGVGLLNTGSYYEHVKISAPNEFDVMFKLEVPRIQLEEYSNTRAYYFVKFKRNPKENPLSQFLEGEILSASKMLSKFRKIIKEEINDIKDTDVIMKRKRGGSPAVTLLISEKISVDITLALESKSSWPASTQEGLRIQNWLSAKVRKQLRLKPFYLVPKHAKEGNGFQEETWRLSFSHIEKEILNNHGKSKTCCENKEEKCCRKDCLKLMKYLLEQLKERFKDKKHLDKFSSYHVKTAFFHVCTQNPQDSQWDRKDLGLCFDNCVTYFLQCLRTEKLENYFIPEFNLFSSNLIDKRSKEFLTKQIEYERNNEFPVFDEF
Starred values were filed as active, the others as inactive; . = no result given. Unless noted, no stated cut-off is given here; in the data, active means inhibition above about 40%; inactive means the rest.

SMILES | mcGAS inh | NPYLR7 ag | hcGAS lum
CC(C)COc1nc(-c2ccc(Cl)c(Cl)c2)n(-c2cccc(NC(=O)c3ccc([N+](=O)[O-])cc3)c2)n1 | -3 | 11 | -8
O=C(CN1CCOC1=O)NC1CCCc2nc(-c3ccccc3)ncc21 (stereo unspecified) | -3 | -1 | -3
O=c1[nH]c(=S)[nH]c(O)c1C=NC1C=CS(=O)(=O)C1 (stereo unspecified) | . | 2 | -6
C/C=C/COC(=O)C1=C(C)NC(=O)NC1c1ccccc1OCCCC (stereo unspecified) | . | -3 | 1
CC1CN(CCNC(=O)c2cncnc2C(C)C)CC(C)O1 (stereo unspecified) | . | 2 | -7
Cc1cc2nc(C(=O)N3CCCN(C)C4(CCN(C)CC4)C3)cc(C)n2n1 | -9 | 9 | -1
CCCc1nc(C(=O)N2CCN(C)C3(CCN(C)CC3)C2)cs1 | . | 2 | -4
Clc1ccc(-n2ncc3c(N4CCc5ccccc54)ncnc32)cc1 | . | 16 | -1
O=C(CCC1CCN(Cc2ccncc2)CC1)Nc1ccc2c(c1)OCCO2 | . | 4 | -9
Cc1ccc(OCC2c3ccsc3CCN2C(=O)CN(Cc2ccco2)C(=O)c2cccc(Br)c2)cc1 (stereo unspecified) | 1 | 3 | 5
CCOC(=O)c1sc(N)c(C(=O)OC)c1C | -1 | 0 | 2
CCOC(=O)C1=C(COc2ccc(F)c(Cl)c2)NC(=O)NC1CC (stereo unspecified) | . | 19 | -12

Additional structures:
SMILES | mcGAS inh | NPYLR7 ag | hcGAS lum
COc1c(C)cc(C(=O)N2CCC(n3c(C)nc4ccc(C)cc43)CC2)cc1C | -5 | -8 | -6
O=C1OC(c2ccccc2)=NC1=Cc1cccc(F)c1 | . | 1 | -3
CCN(Cc1cccs1)C(=O)/C=C/c1cc(OC)ccc1OC | . | 8 | -5
CCOC(=O)C1=C(C)NC(C)=C(C(=O)OCC)C1c1ccc(OC)c(OC)c1 | -7 | -15 | -4
CC1c2ccccc2N(S(=O)(=O)c2ccc3c(c2)OCCCO3)C2CNC(=O)C12 (stereo unspecified) | . | 8 | -1
CC(=O)Nc1c(-c2cc(=O)oc3cc(C)c(Cl)cc23)oc2ccccc12 | -8 | -2 | -6
NC(=O)c1cc2c(s1)CCN(Cc1cc3n(n1)CCCNC3)C2 | . | 16 | -3
O=C(NCc1nc2ccccc2n1CCCOc1ccccc1Cl)c1ccco1 | -9 | -2 | -6
Cc1cccc2nc(C(=O)N3CCC4(CCNCC4)CC3)cn12 | . | 7 | -7
Oc1cccc(C2CN(c3nc4cc(C(F)(F)F)ccc4s3)CCO2)c1 (stereo unspecified) | . | 12 | -7
Cc1nonc1CC(=O)NC1CC(=O)N(CC2CCCCC2)C1 (stereo unspecified) | . | 8 | -2
COc1ccc(C(=O)N2CCC(N3C[C@H]4C[C@H](C3)[C@H]3CCCC(=O)N3C4)CC2)c(OC)n1 | -4 | . | -8

New compounds follow
SMILES | mcGAS inh | NPYLR7 ag | hcGAS lum
O=C(NC1CCN(c2ccccc2C(=O)NCc2ccc3c(c2)OCO3)CC1)c1ccccc1F | -5 | 0 | -3
O=C1CCN(C(=O)c2coc(COc3cccc(F)c3)n2)CCN1 | . | 4 | -4
O=S(=O)(c1ccccc1)N1CN(c2ccc(N3CCOCC3)cc2)c2nc3ccccc3nc21 | -5 | -1 | -4
C=C(C)CN(CC)C(=O)CN1C(=O)NC(C)(c2cc(F)ccc2F)C1=O (stereo unspecified) | . | 6 | -4
CN(CCN1CCCC1)C(=O)/C=C/c1ccnc2ccccc12 | . | 2 | -11
O=C(NC1CC1)c1cc2n(n1)CCCN(C(=O)c1cnn3ccccc13)C2 | . | 2 | -4
CN(Cc1ccc(C(C)(C)C)cc1)C(=O)c1ccc(C(N)=O)cc1 | . | 1 | -11
O=C1CCC(C(=O)N2CCc3[nH]nc(-c4cccc5ccccc45)c3C2)CN1 (stereo unspecified) | -17 | 28 | -6
CC(=O)Nc1ccc(S(=O)(=O)N2CCC(c3cn(Cc4ccc(C(F)(F)F)cc4)c4ccccc34)CC2)cc1 | -9 | 18 | -11
O=C(C1CCCC1)N1CCC(c2cn(Cc3ccc(C(F)(F)F)cc3)c3ccccc23)CC1 | -1 | 6 | 4
CCNC(=O)OC1CCN(C(=O)c2ccccc2OCC)CC(=O)N(C)c2ccccc21 (stereo unspecified) | 0 | 4 | 8
O=C1Nc2c(c(=O)[nH]c(=O)n2Cc2ccccc2)C1(NS(=O)(=O)c1ccccc1)C(F)(F)F (stereo unspecified) | . | -10 | -7

(cont.)
SMILES | mcGAS inh | NPYLR7 ag | hcGAS lum
COc1ccc(-n2nnc3c(SCc4cccc(Cl)c4)ncnc32)cc1 | -8 | 16 | -6
O=C1CCc2cc(-c3csc(N4CCCC4)n3)c(F)cc2N1 | -1 | 2 | 7
Cc1cnn(CC2CCCN2C(C)C(=O)N2CCOCC2)c1 (stereo unspecified) | . | 3 | -10
Cc1sc(NC(=O)NCC(CC(C)C)N(C)C)c(C#N)c1C (stereo unspecified) | . | -15 | 1
O=C1NCC2(CCN(C(=O)c3scc4c3CCCC4)CC2)O1 | . | 18 | -6
CCCn1cc(CN2CCN(C3CCCCC3)C(CCO)C2)c(C)n1 (stereo unspecified) | -7 | 20 | -3
O=c1[nH]c2cc(Cl)c(Br)cc2o1 | 42* | -3 | 24
CC(C)(C)C(=O)NC(=S)NC1=CC2N=C(c3ccncc3)OC2C=C1 (stereo unspecified) | . | 4 | 2
COCc1cc(N2CCOCC2)nc(SCc2ccc(C(=O)NCc3ccccn3)cc2)n1 | -1 | 5 | 5
O=C1OC(c2ccc(Br)cc2)=N/C1=C\C(Cl)=C\c1ccccc1 | . | -2 | 4
CC(C)(C)c1cc2nc(-c3ccccc3Cl)cc(C(=O)NCc3cccnc3)n2n1 | -1 | -10 | 2
Cc1cccnc1CNC(=O)CCc1ccccc1 | . | 1 | 2

Later entries
SMILES | mcGAS inh | NPYLR7 ag | hcGAS lum
COc1ccc(-n2c(-c3ccccc3)cc(C(=O)N3CCN(C(=O)CCc4ccccc4)CC3)c2C)cc1OC | -5 | -7 | -14
COc1ccc(-c2nn3c(-n4[nH]c(C)cc4=O)cc(C)nc3c2C)cc1OC | -7 | 4 | -6
CC1=C(C(=O)OC2CCCCCC2)C(c2cccc3ccccc23)NC(=O)N1 (stereo unspecified) | . | -4 | 6
C#CCO/N=C1\CCCc2nonc21 | . | 3 | -9
Cn1nnnc1SCc1nc2ccccc2o1 | . | 2 | -5
NC1CCN(c2nc(-c3ccccc3)nc3c2CCNC3)C1 (stereo unspecified) | . | 0 | -4
CSc1ccc(CN2CCC(CCC(=O)NCc3ccc(F)cc3)CC2)cc1 | -11 | 18 | -10
C=CCCC(O)CN(Cc1ccc(OC)c(OC)c1)Cc1ccco1 (stereo unspecified) | -9 | 16 | -5
NC1CCN(c2ccccc2C(=O)NCCN2CCCCC2)CC1 | . | -2 | -8
CC(O)CC(C)(C)CNC(=O)Nc1cc(CC(C)(C)C)nn1C (stereo unspecified) | -14 | -2 | -3
O=C(NC1CCC(n2cnnc2)CC1)c1cn2ccsc2n1 (stereo unspecified) | . | -3 | -1
Cc1ccc(-n2c(CCC(=O)NCc3ccc(C)o3)cc3c2-c2ccccc2OC3)c(F)c1 | -12 | 2 | -12

One compound at a time (already shown):
Entry for COc1ccc(-c2nn3c(-n4[nH]c(C)cc4=O)cc(C)nc3c2C)cc1OC : mcGAS inh: -7; NPYLR7 ag: 4; hcGAS lum: -6
Entry for COc1ccc(-n2c(-c3ccccc3)cc(C(=O)N3CCN(C(=O)CCc4ccccc4)CC3)c2C)cc1OC : mcGAS inh: -5; NPYLR7 ag: -7; hcGAS lum: -14

Continued:
SMILES | mcGAS inh | NPYLR7 ag | hcGAS lum
Cc1cc(OCc2nnc(/C=C/c3ccccc3)o2)ccc1Br | . | 2 | 1
O=C(C(c1ccccc1)c1ccccc1)N1CCN(c2ncnc3c2nnn3-c2ccccc2)CC1 | -6 | -4 | -5
NC(=O)Cc1ccccc1NC(=O)N1CCc2c(F)ccc(F)c2C1 | . | -2 | -2
COc1ccc(CC(=O)NCC2CCCN(Cc3cn(C)c4ccccc34)C2)cc1 (stereo unspecified) | . | -8 | 2
COc1ccc(-c2nnc(SCC(=O)NCC3CCCO3)n2-c2ccccc2C)cc1 (stereo unspecified) | -4 | 4 | -4
Cc1cc(C)c(C#N)c(Nc2ccccc2C)n1 | -6 | -3 | -3
C=CCn1c(SC(C)C)nc2c1c(=O)[nH]c(=O)n2C | -9 | . | -7
CC1CCCCN1C(=O)c1ccc(NC(=O)c2ccsc2)cc1Cl (stereo unspecified) | . | 0 | 2
Cc1ccc(C(=O)Nc2ccc(N3CCc4ccccc4C3)c(C(=O)NC3CC3)c2)cc1[N+](=O)[O-] | -5 | 14 | -9
COCCN1C(=O)CC(CC(=O)N2CCN(c3nc(C)cnc3C)CC2)(c2ccccc2F)C1=O (stereo unspecified) | -9 | 3 | -6
CCN(C)c1cc(N2CCOC(c3ccc(F)cc3)C2)ncn1 (stereo unspecified) | -8 | 2 | -1
CC1CCN(c2ccc(NC(=O)Nc3cccc(Br)c3)cc2C(=O)NCCN2CCOCC2)CC1 | -4 | . | -10

Next part.
SMILES | mcGAS inh | NPYLR7 ag | hcGAS lum
Nc1nnc(-c2cc3cc(Br)ccc3oc2=O)s1 | -7 | -3 | 0
C=CCn1c(C)cn2c3c(=O)[nH]c(=O)n(C)c3nc12 | . | 5 | -12
CSCC(CCO)Nc1ccnc2cc(F)ccc12 (stereo unspecified) | . | 12 | -12
COC(=O)[C@@H]1C[C@H](NS(=O)(=O)N2CCOCC2)CN1C | -1 | 2 | 0
Cc1ccccc1OCC(=O)Nc1ccc2c(c1)CCC(=O)N2CCC(C)C | . | 3 | -3
CC1NC(=S)N(Cc2ccccc2)C1=O (stereo unspecified) | . | 3 | -12
Cc1cccc(N(C)Cc2nnc3n(C)c(=O)c4sccc4n23)c1C | -16 | -8 | -7
Nc1ccc(Cl)c(S(=O)(=O)Nc2ccc(Br)cc2)c1 | . | 2 | -7
COc1cccc(Nc2nc(C)cc(C)c2C#N)c1 | -6 | -3 | -6
CCOC(=O)CN1CCN(c2ccc(F)c(Cl)c2)C(=O)C1C (stereo unspecified) | -2 | 1 | -2
COc1ccccc1-c1cccc(-c2cccc(NC(=O)C=C(C)C)c2)n1 | -4 | -2 | -1
O=C(Nc1cccc(F)c1)c1cc2ccccc2oc1=O | -7 | -7 | -2

Molecules listed so far containing a furan ring, fused or not, in the order listed:
SMILES | mcGAS inh | NPYLR7 ag | hcGAS lum
Cc1ccc(OCC2c3ccsc3CCN2C(=O)CN(Cc2ccco2)C(=O)c2cccc(Br)c2)cc1 (stereo unspecified) | 1 | 3 | 5
CC(=O)Nc1c(-c2cc(=O)oc3cc(C)c(Cl)cc23)oc2ccccc12 | -8 | -2 | -6
O=C(NCc1nc2ccccc2n1CCCOc1ccccc1Cl)c1ccco1 | -9 | -2 | -6
C=CCCC(O)CN(Cc1ccc(OC)c(OC)c1)Cc1ccco1 (stereo unspecified) | -9 | 16 | -5
Cc1ccc(-n2c(CCC(=O)NCc3ccc(C)o3)cc3c2-c2ccccc2OC3)c(F)c1 | -12 | 2 | -12

The results go on:
SMILES | mcGAS inh | NPYLR7 ag | hcGAS lum
COCCN=c1scc(-c2ccc(Br)cc2)n1N=Cc1ccc(OC)c(O)c1 | . | 3 | -7
c1ccc2c(c1)N1CCCN2c2nnc(N3CCCC3)cc21 | . | 7 | 4
CCN1CCN(C2=C(c3c(-c4ccccc4)[nH]n(C(C)(C)C)c3=O)C(=O)N(C(C)C)C2=O)CC1 | -4 | -4 | -14
CN1CCN2CCN(C(=O)c3ccc(NCc4ccncc4)cc3)CC2C1 (stereo unspecified) | 1 | -1 | -6
O=C(NC1CCCN(c2nc3ccccc3s2)C1)c1ccccc1N1CCOCC1 (stereo unspecified) | -12 | 16 | -10
COc1ccc(NC(=O)c2cc(C3CC3)n(C3CCS(=O)(=O)C3)n2)cc1OC (stereo unspecified) | -1 | 8 | 3
COc1cc(CC(=O)N2CCC3(CCNC(=O)CC3)CC2)cc(OC)c1 | -7 | 1 | 2
CC(C)(C)c1ccc(C(=O)NCCn2nc(-c3ccc(F)cc3)ccc2=O)cc1 | -9 | -1 | -4
CCOC(=O)c1coc(NS(=O)(=O)c2cc(OC)c(OC)cc2C)n1 | -18 | 7 | -7
CC(NC(=O)C1CCCc2ccccc21)c1ccccn1 (stereo unspecified) | . | -1 | 7
CC(C)(C)CC(C)(C)Nc1c(-c2ccc(OS(=O)(=O)c3cccc(C(F)(F)F)c3)cc2)nc2ccccn12 | -3 | 1 | -4
NC(=O)c1ccc(NC(=O)c2cc(Cl)ccc2F)cc1 | . | 4 | -19

(cont.)
SMILES | mcGAS inh | NPYLR7 ag | hcGAS lum
CN1C(=O)COCc2cc(-c3ccncc3)ccc21 | . | 5 | -5
CC(C)CN(Cc1c(-c2ccccc2)noc1N1CCCC1)C(=O)Cc1ccccc1 | -6 | -1 | -6
O=C(O)[C@H]1C[C@@H](O)CCN1C(=O)CCN1CCCCO1 | . | 7 | -7
Cn1cc(NC(=O)c2ccc(COc3ccc(Br)cc3)o2)ccc1=O | -17 | -1 | -10
CC(C)(NCCCNS(C)(=O)=O)c1cccc(C(F)(F)F)c1 | . | 2 | 5
Cn1cc(C(=O)N2CCN(C(=O)CCCc3ccccc3)CC2)c2nn(-c3ccccc3)c(=O)c-2c1 | -9 | 0 | -12
NS(=O)(=O)c1ccc(NS(=O)(=O)c2ccc(Cl)cc2)cc1 | . | -3 | -8

From PubChem BioAssay
